Bioassay records (PubChem)
TDP43 rescue = rescues yeast growth from TDP-43 toxicity; Potency, µM (titrated, usually from 46.1 µM), without a hit: at the highest dose growth rescue (activation), hits mostly activators; AID 652104; 410,000 compounds, 1.8% hits; TDP-43 expressing yeast growth rescue, BacTiter-Glo, 24 h; note: % of control where 0% means no effect; nearly all actives have a fitted effect of over 50% in size
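In this qHTS, compounds that restore growth of yeast expressing TDP-43 appear as activators. Cells (OD600=0.02, galactose medium, raffinose-pregrown) are incubated with compound 24 hr at 30 deg C and growth is quantified by BacTiter-Glo.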
EPAC1 antag = blocks human EPAC1 exchange factor | AID 720709 | Potency, µM (highest dose often 115 µM), inactives show at the top dose activity change, negative = inhibition, usual class: inhibitors | O95398 | EPAC1 GEF assay, Rap1b-BODIPY-GDP exchange fluorescence | 360,000 compounds, 0.14% hits;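 note: plate controls were vehicle for no effect and positive control for full effect; nearly all actives have a fitted effect of over 50% in size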
Target sequence (O95398 whole entry, looked up): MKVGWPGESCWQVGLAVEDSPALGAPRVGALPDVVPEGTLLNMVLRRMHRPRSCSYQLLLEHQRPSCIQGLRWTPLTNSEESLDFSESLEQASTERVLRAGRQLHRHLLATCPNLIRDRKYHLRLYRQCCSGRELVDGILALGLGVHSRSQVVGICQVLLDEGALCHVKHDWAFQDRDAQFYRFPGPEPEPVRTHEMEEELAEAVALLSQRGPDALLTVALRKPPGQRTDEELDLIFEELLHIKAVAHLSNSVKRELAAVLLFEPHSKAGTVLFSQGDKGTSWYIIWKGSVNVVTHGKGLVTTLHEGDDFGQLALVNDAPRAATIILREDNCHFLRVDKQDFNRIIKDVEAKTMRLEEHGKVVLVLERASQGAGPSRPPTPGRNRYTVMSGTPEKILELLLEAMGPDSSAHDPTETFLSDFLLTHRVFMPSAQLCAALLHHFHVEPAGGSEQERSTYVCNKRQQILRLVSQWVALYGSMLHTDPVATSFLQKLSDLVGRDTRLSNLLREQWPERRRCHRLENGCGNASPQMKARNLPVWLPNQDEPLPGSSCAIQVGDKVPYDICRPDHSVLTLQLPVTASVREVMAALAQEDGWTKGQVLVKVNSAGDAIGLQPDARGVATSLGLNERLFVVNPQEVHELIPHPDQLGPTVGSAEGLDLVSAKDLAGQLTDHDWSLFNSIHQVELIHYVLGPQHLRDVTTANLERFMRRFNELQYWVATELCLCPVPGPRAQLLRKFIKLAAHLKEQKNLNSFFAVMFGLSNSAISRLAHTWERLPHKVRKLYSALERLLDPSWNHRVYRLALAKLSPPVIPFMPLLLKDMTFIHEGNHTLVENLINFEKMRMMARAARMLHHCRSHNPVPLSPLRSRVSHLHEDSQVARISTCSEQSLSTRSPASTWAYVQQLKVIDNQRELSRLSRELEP
EPAC2 agonist = agonists of human EPAC2 (RAPGEF4) | Q8WZA2 | EPAC2 activation, biochemical qHTS; response scale: 100% = 6.5 mM cAMP response | Potency, µM (highest dose often 154 µM), for the others: at the highest dose activation, actives largely listed as activators | 360,000 compounds, 0.079% hits; note: nearly all actives have a fitted effect of over 50% in size
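qHTS, titration series. 100 nM EPAC2 / 250 nM Rap1B-BODIPY-GDP / 50 uM GDP; RT; ex 480/em 540 nm, 5-min reads to 30 min. Norm. to 6.5 mM cAMP = activation.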
aSyn yeast inh = alpha-synuclein toxicity inhibition in yeast; Yeast expressing alpha-synuclein, growth rescue, BacTiter-Glo, 24 h; Potency, µM (highest dose often 46.1 µM), inactives show at the highest dose growth rescue (activation), most hits filed as activators; 370,000 compounds, 0.14% hits; note: % of control where 0% means no effect; nearly all actives have a fitted effect of over 65% in size
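Readout is rescue of growth in alpha-synuclein-expressing yeast, so inhibitors of toxicity appear as activators. Growth after 24 hr at 30 deg C in galactose medium is quantified by luminescence.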
EPAC2 antag = blocks human EPAC2 exchange factor; Q8WZA2; EPAC2 GEF exchange of Rap1B-BODIPY-GDP, fluorescence; Potency, µM (series often up to 114 µM), inactives show at the top dose activity, negative = inhibition, most hits filed as inhibitors; 360,000 compounds, 0.18% hits; AID 720708; note: % is set by controls: 0 for no effect and ±100 for the full control effect; nearly all actives have a fitted effect of over 45% in size; many of its hits are not listed in these tables
PTHR1 agonist = agonists of human PTHR1 parathyroid hormone receptor; Q03431; HEK293 GP2 PTHR1 cells, GloSensor cAMP luminescence, 1 h; Potency, µM (top dose mostly 115 µM), for the others: top-dose activation, hits mostly activators; 410,000 compounds, 0.075% hits; AID 743266; note: nearly all actives have a fitted effect of over 55% in size; some results filed as inactive show a strong effect at the top dose; inactives centre near -15; many of its hits are not listed in these tables
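HEK-293-derived GP2 cells expressing PTHR1 and a GloSensor cAMP reporter, 3,000/well, plated overnight, given luciferin plus IBMX (each 0.5 mM as added) for 1 h at 37 °C, then compound for 1 h at 37 °C. Luminescence was read after 15 min at room temperature.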
EPAC1 ag = EPAC1 (human) agonism; EPAC1 agonist qHTS, biochemical assay; response scale: 100% = response to 6.5 mM cAMP; Potency, µM (highest dose often 154 µM), without a hit: at the highest dose activation, hits mostly activators; 360,000 compounds, 0.073% hits; AID 720707; note: nearly all actives have a fitted effect of over 60% in size
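Compounds were pinned as a concentration titration into mixtures of EPAC1 (100 nM), BODIPY-GDP-loaded Rap1B (250 nM) and GDP (50 uM). After 5 min at room temperature, fluorescence was followed for 30 min; activity was scaled to 6.5 mM cAMP.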
FUS suppressor = FUS proteinopathy suppression in yeast. Potency, µM (doses to about 76.6 µM), without a hit: at the top dose growth rescue (activation), actives largely listed as activators. S. cerevisiae FUS-expressing, growth rescue, OD600, 24 h. 390,000 compounds, 0.24% hits. AID 1347120;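 note: plate controls were DMSO vehicle for no effect and reference control for full effect; nearly all actives have a fitted effect of over 55% in size; some results filed as inactive show a strong effect at the top dose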
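Compound concentration series was pinned onto galactose-induced FUS-expressing yeast seeded at OD 0.005. Plates sat 24hr at 30C; absorbance at 600 nm gave growth. DMSO served as background control.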
The depositor's hits bear a star; i = inactive; u = inconclusive; x = not tested or not shown; & = joins results of further samples; [ ] = remark or other dose. Calls come from the whole dose curve; as a rule, active = well fitted curve in the direction sought with a large enough effect; inconclusive = small, poorly fitted or top-dose-only effect, or another doubt; inactive = no such curve, though single readings can be large; an effect the other way counts as inactive or inconclusive. Potency is the fitted concentration of half-maximal effect. An excerpt, so the mix of outcomes need not match the whole.

Molecule	TDP43 rescue	EPAC1 antag	EPAC2 agonist	aSyn yeast inh	EPAC2 antag	PTHR1 agonist	EPAC1 ag	FUS suppressor
O=C(CC(NC(=O)C(F)(F)F)c1ccccc1)Nc1nnc(CCc2ccccc2)s1 (centres undefined)	-7%	-1%	-2%	-2%	u	-6%	7%	u
Cc1cccc(-c2cc3nc(C)cc(NCCCn4ccnc4)n3n2)c1	-2%	0%	5%	6%	2%	-6%[57.5 µM]	1%	27%
O=C(NCc1cccc(Cl)c1)C1CCC(=O)N(CCN2CCOCC2)C1 (centres undefined)	7%	-7%	19%	-4%	1%	-14%	5%	x
CCOC(=O)c1cc2sc(C)cc2n1CC(=O)NCCc1ccccc1	-7%	3%	1%	0%	-1%	i	-3%	-15%
CCO[C@H]1OC(C(=O)O)=C[C@@H](c2coc3ccccc3c2=O)[C@@H]1CCCO	0%	-4%	1%	2%	11%	-5%	9%	-25%
COc1ccc(Nc2nnc(SCC(=O)NC3CCS(=O)(=O)C3)s2)cc1 (centres undefined)	-13%	5%	2%	-4%	17%	i	-7%	10%
CCN(c1ccc(F)cc1)S(=O)(=O)c1cccc2nsnc12	15%	-18%	8%	0%	-4%	-5%	-3%	-19%
Cn1cc(CN2CCC[C@H]2CO)c(-c2cccc(Cl)c2)n1	u	7%	12%	6%	2%	3%	-2%	-17%
CC1=NN(S(=O)(=O)c2ccc(F)cc2)C(=O)c2ccccc2O1	-3%	3%	6%	-5%	16%	-16%[57.5 µM]	1%	42%
O=C(C[C@@H]1C/C=C\CC[C@@H](Cc2ccc(F)cc2)C(=O)OC[C@@H]2CCCN2C1=O)NCCO	10%	2%	5%	-1%	5%	-21%	11%	11%
CCN(c1ccccc1)S(=O)(=O)c1ccc(C(=O)N2CCN(c3ccccc3)CC2)cc1	10%	-9%	-2%	14%	-8%	2%	9%	37%
CSCCC(NC(=O)c1ccccc1)C(=O)N/N=C(\C)Cc1ccccc1 (centres undefined)	7%	4%	7%	1%	1%	-15%	3%	19%
Cc1ccc2c(c1)N(C(=O)CCC(=O)NCCCN(C)Cc1ccccc1)CCO2	4%	7%	12%	-1%	5%	i	1%	-21%
CC(C)Oc1cccc(C(=O)Nc2ccc(Br)cc2F)c1	10%	-25%	15%	1%	u	-9%	-8%	-3%
Cn1c(=O)c2c(nc(SCC(=O)Nc3ccccc3N3CCCCC3)n2C)n(C)c1=O	-13%	8%	12%	4%	-7%	-28%	-2%	-10%
CSCCC(NC(=O)COc1ccccc1)C(=O)N(C)CC(=O)Nc1ccc(Cl)cc1 (centres undefined)	2%	-10%	9%	7%	-2%	i	9%	x
CCOc1ccc(N2C(=O)C3C(C2=O)C3(c2ccccc2)c2ccccc2)cc1 (centres undefined)	8%	-13%	23%	-5%	3%	-42%[inhibitor]	16%	x
COc1ccc(C2/C(=C(\O)c3cc(C)ccc3C)C(=O)C(=O)N2CCN(C)C)cc1OC (centres undefined)	-17%	9%	4%	-8%	10%	-17%	-2%	15%
O=C(COC(=O)c1ccc(O)cc1)Nc1cccc(S(=O)(=O)N2CCCCC2)c1	0%	-30%	16%	-4%	-6%	-32%	7%	40%
CC(C)c1ccc(NC(=O)C2C3C=CC4(O3)C2C(=O)N(CCCN2CCOCC2)C4C(=O)NC2CCCCC2)cc1 (centres undefined)	14%	-4%	11%	2%	-2%	-9%	4%	-4%
O=C(/C=C/c1ccccc1)OCCN1C(=O)c2ccccc2C1=O	13%	-23%	1%	u	2%	-26%	-5%	17%
CC/C(CC(C)(C)c1ccccc1)=N\O	11%	u	1%	2%	5%	-9%	2%	6%
O=C(O)c1ccccc1NC(c1ccccc1)c1ccc(Cl)cc1 (centres undefined)	-6%	-14%	-11%	2%	u	i	-2%	-23%
CCOC(=O)CN(C)Cc1cn(C)nc1-c1ccc(Oc2ccccc2)cc1	-10%[1.82 µM]	-3%	6%	3%	-3%	i	0%	14%
COc1cccc(NC(=O)CN(c2cccc(F)c2)S(C)(=O)=O)c1	-9%	-5%	10%	2%	0%	i	5%	2%
CCN(CC)c1ccc(S(=O)(=O)N2CCOCC2)cc1NC(=O)CSc1nncn1C	7%	-8%	4%	-19%	-12%	-35%[inhibitor]	10%	13%
CN(C)Cc1cnc2ccc(Cl)cn12	24%	4%	5%	-12%	2%	i	-3%	-11%
CCS(=O)(=O)NC(C)C(c1cccs1)N1CCN(c2ccc(OC)cc2)CC1 (centres undefined)	6%	-6%	5%	0%	4%	-25%	4%	-22%
COc1ccccc1/C=N/NC(=O)c1cccc(OC(F)(F)C(F)F)c1	-1%	-24%	7%	-15%	-8%	-19%	-11%	x
O=c1c2c([nH]c3ccc(Br)cc13)CCCC2	-1%	0%	5%	-14%	-4%	-51%[inhibitor][57.5 µM]	4%	15%

Nothing new here: an excerpt of the list.
Molecule	TDP43 rescue	EPAC1 antag	EPAC2 agonist	aSyn yeast inh	EPAC2 antag	PTHR1 agonist	EPAC1 ag	FUS suppressor
COc1ccccc1/C=N/NC(=O)c1cccc(OC(F)(F)C(F)F)c1	-1%	-24%	7%	-15%	-8%	-19%	-11%	x
O=c1c2c([nH]c3ccc(Br)cc13)CCCC2	-1%	0%	5%	-14%	-4%	-51%[inhibitor][57.5 µM]	4%	15%

The list continues.
Molecule	TDP43 rescue	EPAC1 antag	EPAC2 agonist	aSyn yeast inh	EPAC2 antag	PTHR1 agonist	EPAC1 ag	FUS suppressor
Cc1nn(-c2ccc(C(=O)N3CCN(S(=O)(=O)c4ccccc4C(F)(F)F)CC3)cc2)c(C)c1Cl	14%	-12%	-2%	-3%	1%	-90%[inhibitor]	0%	-7%
Cc1csc(NC(=O)CSc2ccc(-c3ccc(F)cc3)nn2)n1	23%	0%	7%	5%	5%	-31%[inhibitor]	-3%	16%
FC(F)(F)c1cc(N2CCN(Cc3ccccc3)CC2)c2ccccc2n1	25%	-15%	8%	5%	-5%	-18%	5%	-3%
Cc1nn(Cc2ccccc2)c(C)c1NC(=O)c1cc(-c2ccc3c(c2)OCO3)on1	-18%	15%	0%	-2%	6%	i	-4%	9%
COC(=O)c1ccccc1S(=O)(=O)N(Cc1ccco1)Cc1cc2cc(OC)ccc2[nH]c1=O	-21%	-2%	-2%	-2%	7%	-14%	-12%	17%
Cc1ccc(-n2nc3c(c2NC(=O)C(C)(C)C)CSC3)c(C)c1	-23%	-14%	3%	-4%	-3%	-12%[57.5 µM]	0%	u
COc1ccccc1NC(=O)CSc1nnnn1C1CCCCC1	6%	-9%	-1%	-13%	-1%	-23%	-5%	-19%
CCOc1ncccc1C(=O)OCC(=O)Nc1ccc(C)c(S(=O)(=O)N2CCOCC2)c1	-17%[9.22 µM]	-8%	-7%	12%	-2%	-27%	0%	17%
COc1cc(/C=N/NC(=O)c2ccncc2)ccc1OC(=O)c1cccc(Br)c1	12%	-9%	21%	-6%	u	-21%	18%	22%
COn1cnnc1-c1ccccc1	-5%	2%	5%	0%	1%	-19%[57.5 µM]	11%	-16%
CCSc1nc(CC)c2c(c1C#N)CCCC2	17%	-10%	8%	9%	-5%	i	8%	-37%
COc1cc(/C=N/NC(=O)c2cccc(S(=O)(=O)N3CCCCC3)c2)cc(Br)c1O	1%[9.22 µM]	-3%	9%	-6%	6%	-61%[inhibitor]	4%	36%
O=C(c1ccccc1)c1cnc(-c2ccccc2)s1	-15%	28%	-13%	-5%	38%[activator]	-26%	-9%	3%
O=C(OCc1nnc(-c2ccccc2)o1)C1CCN(S(=O)(=O)c2cccs2)CC1	11%	u	1%	4%	2%	i	5%	19%
COc1cc(Cl)c(NS(=O)(=O)c2ccc(-c3coc(C)n3)cc2)c(OC)c1	18%	x	x	-8%	x	-31%[inhibitor]	x	4%
COc1cc(NC(=S)Nc2ncccc2C)cc(OC)c1OC	u	-14%	11%	-2%	-6%	i	12%	5%
Cn1c(=O)c2c(nc(SCCN3CCOCC3)n2Cc2cccc3ccccc23)n(C)c1=O	-17%	-3%	-2%	5%	0%	i	10%	26%
Nc1nc(-c2ccccc2)c(N=Nc2ccc(Cl)cc2)s1	-7%	-9%	-5%	-9%	-15%	i	7%	5%
O=C(O)c1c(-c2ccccc2)c2oc3ccccc3c2[nH]c1=O	-4%	4%	-2%	x	-11%	i	-2%	3%
C=CCNc1oc(-c2cccc(Cl)c2)nc1C#N	x	8%	2%	x	12%	-94%[inhibitor]	7%	-22%
CCC(CC)NC(=O)CO/N=C/c1ccc(Cl)cc1Cl	x	-26%	-3%	-7%	-18%	i	-3%	19%
O=C(Nc1cccnc1Cl)c1cc2ccccc2o1	20%	8%	4%	1%	3%	-18%	0%	-21%
O=C(CC(=O)c1ccccc1O)c1ccc(F)cc1	u	1%	18%	u	-4%	-10%[57.5 µM]	7%	5%
Cc1ccc(OCc2nnc(SCC(=O)Nc3ccc(N4CCOCC4)cc3)o2)cc1	4%	-13%	9%	1%	3%	i	0%	-1%
O=C(OCc1c(-c2ccccc2)ncc2ccccc12)c1ccc(C(F)(F)F)cc1	2%	-15%	-9%	0%	6%	-8%	4%	-6%
Cc1ccc(S(=O)(=O)NCc2nc3nc(C)cc(C)n3n2)c(C)c1	12%&2%	2%	2%	1%	2%	-23%	-2%	-25%&-21%
S=C(Nc1cccnc1)Nc1ccccc1Br	14%	-13%	4%	-6%	-4%	-16%	8%	2%
CCOC(=O)CN1C2=NCCCN2c2ccccc21	-9%	15%	-2%	1%	17%	i	3%	13%
Cc1ccc2nc(SCC(=O)c3ccccc3)nc(=O)n2c1	-9%	-1%	3%	1%	12%	i	-2%	u
CC(C)(C)OC(=O)[C@H](CCCCN)NC(=O)c1[nH]cnc1C(=O)N[C@@H](Cc1ccccc1)C(=O)OCc1ccccc1	8%	-29%	-4%	-12%	-16%	-18%	-5%	u
Cc1ccc2c(C(=O)CN3CCN(C4CCCCC4)CC3)c(C)[nH]c2c1	16%	14%	-3%	-6%	5%	i	-3%	7%
